# Bioassay records: PubChem BioAssay, Broad Institute
# XiGFP reactiv: activators of inactive X chromosome reactivation, primary screen, imaging, XiGFP fibroblasts, GFP high-content imaging, set 2; XiGFP mouse fibroblasts, % GFP-positive cells imaging, 3 d; cells co-treated with 5-aza-dC sensitizer; scaled so ellipticine positive control = 100%; activation, % at 7.58 µM; 0.055% of 360,000 active; AID 743238, 2013;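 active = mean normalized replicate activation at least 10% and every replicate at or above 10%; inconclusive = only one of the two criteria met; inactive = mean below 10% and not all replicates reach 10%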;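 note: 0% = median of on-plate neutral control wells and 100% = ellipticine 6 µM median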
#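 System: 68-5-11 XiGFP fibroblast line; Timing: 3 days compound exposure; Compound dosing: one concentration, pinned; Benchmarks: positive control ellipticine, 6 µM final; Buffer or medium: DMEM containing 5-aza-dC.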
# ERAP1 HTS inh: human ERAP1 aminopeptidase inhibitors, primary screen, biochemical, single point, plate reader. Endoplasmic reticulum aminopeptidase 1 (Homo sapiens), Q9NZ08. AID 652197, 2013. 0.15% of 340,000 active. recombinant ERAP1, Leu-AMC fluorescence, 60 min. inhibition, % at 10.7 µM;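 active = mean replicate inhibition of at least 30%, or all replicates individually reaching that 30% level; inactive = mean below 30% and not every replicate reaching it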;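 note: 0% = neutral control wells and 100% = L-leucinethiol positive control wells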
# GSIS activator: GLuc luminescence reporter in INS-1E cells, primary screen for activators of glucose-dependent secretion of insulin; activation, % at 16.6 µM; INS-1E GLuc reporter insulin secretion, 2-3 h; 0.61% of 370,000 active;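 active = lowest replicate activation of at least 40%, so every replicate reaches that level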;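 note: 0% = median of neutral control wells and 100% = median of IBMX positive control wells; some compounds called inactive have numbers as strong as hits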
# esBAF inh: Bmi1 luciferase reporter increase in mESCs, primary screen, esBAF inhibitor project, mouse ES cells, Bmi1 luciferase knock-in, single point | 24 h; 100% = twice the neutral-well signal | reporter increase, % at 12.5 µM | 2% of 350,000 active; in the data active = activation above about 40%; inconclusive = no clear call, values can overlap the other calls;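 note: 0% = median of the plate's neutral control wells and 100% = double that signal; a rise in the Bmi1 reporter signal indicates esBAF inhibition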
# F508del corr: F508del CFTR correction, initial screen, CFBE line, single point; CFBE cells, YFP halide quenching; stimulated with forskolin plus potentiator P3; % fluorescence drop versus neutral controls; activity (quench increase), % at 7.58 µM; 0.36% of 350,000 active; AID 720511, 2013;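 active = mean added fluorescence quench of at least 8% versus neutral control, with both replicates also reaching 8%; inconclusive = only one of the mean or replicate conditions met; inactive = mean below 8% and not both replicates reaching 8%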;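 note: cells transiently co-express mutant CFTR-F508del with the halide-sensitive YFP; corrector assay measuring rescue of mutant channel to the surface after 24 h compound exposure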
# RAD54 branch: inhibitors of human RAD54 branch migration, primary screen, biochemical, fluorescence, single point; DNA repair and recombination protein RAD54-like (Homo sapiens), Q92698; RAD54 Holliday junction branch migration, FAM/BHQ fluorescence; inhibition, % at 10.4 µM; 0.14% of 360,000 active; AID 602329, 2012;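 active = mean normalized replicate activity at least 40 and at least half of replicates scoring 40 or more; inconclusive = only one of the two criteria met; inactive = mean below 40 and under half of replicates reaching 40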;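 note: 0% = median of neutral control wells and 100% = median of positive control wells; inhibitors cause a drop in the FAM fluorescence signal; in these data hits start at about 50%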
# Target sequence (Q92698 whole entry, looked up): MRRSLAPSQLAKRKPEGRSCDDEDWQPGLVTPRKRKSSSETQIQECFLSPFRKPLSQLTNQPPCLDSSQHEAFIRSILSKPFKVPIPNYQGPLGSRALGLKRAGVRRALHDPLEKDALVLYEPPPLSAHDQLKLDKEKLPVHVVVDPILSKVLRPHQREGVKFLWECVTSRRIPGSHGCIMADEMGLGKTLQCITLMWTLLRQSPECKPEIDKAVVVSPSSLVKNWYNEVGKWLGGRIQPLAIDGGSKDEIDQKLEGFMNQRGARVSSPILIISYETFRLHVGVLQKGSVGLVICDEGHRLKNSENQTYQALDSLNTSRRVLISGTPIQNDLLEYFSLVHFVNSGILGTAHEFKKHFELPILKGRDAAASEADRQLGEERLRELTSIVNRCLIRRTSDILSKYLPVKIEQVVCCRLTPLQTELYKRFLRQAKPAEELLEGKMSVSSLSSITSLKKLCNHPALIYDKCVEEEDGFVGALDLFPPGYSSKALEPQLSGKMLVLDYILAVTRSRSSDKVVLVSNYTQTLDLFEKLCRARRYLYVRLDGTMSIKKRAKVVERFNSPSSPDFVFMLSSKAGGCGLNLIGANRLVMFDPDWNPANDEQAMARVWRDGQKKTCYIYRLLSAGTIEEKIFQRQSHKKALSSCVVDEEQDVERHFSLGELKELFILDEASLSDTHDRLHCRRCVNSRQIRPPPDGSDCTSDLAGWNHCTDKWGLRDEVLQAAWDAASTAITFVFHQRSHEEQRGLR
# RAD52 anneal inh: RAD52 DNA annealing inhibitors, primary screen, biochemical, FRET, single point, set 2; inhibition, % at 18.7 µM; recombinant RAD52 DNA annealing, FRET fluorescence; 0.46% of 360,000 active; AID 651710, 2012;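 active = every replicate showing at least 50% inhibition; inconclusive = mean inhibition at least 50% but not in every replicate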
# ARNT TACC3 PPI: disruptors of ARNT/TACC3 protein interaction, primary screen, biochemical, AlphaScreen, single concentration. Transforming acidic coiled-coil-containing protein 3 (Homo sapiens), Q9Y6A5. AlphaScreen His-ARNT PAS-B/GST-TACC3 binding, luminescence; TACC3 fragment carries E629A point mutation. inhibition, % at 9.99 µM. 0.66% of 390,000 active;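 active = mean inhibition of replicates at least 50% and at least half of replicates each reaching 50%; inconclusive = half or more replicates reach 50% but mean below 50%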;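 note: 0% = complete ARNT plus TACC3 wells and 100% = ARNT alone without TACC3; many hits fall short of the cut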
# * = called active by the depositor; ? = inconclusive; / = no result given; & = joins results of further samples.
SMILES	XiGFP reactiv	ERAP1 HTS inh	GSIS activator	esBAF inh	F508del corr	RAD54 branch	RAD52 anneal inh	ARNT TACC3 PPI
COCCCN1C(=O)C(CC(=O)NCC2CCCCC2)CC(C(=O)N(C)C)=C1C (centres undefined)	0.0	-4	3	-3	1.1	2	-12	/
NC(=O)CC(NC(=O)Cc1ccc(Br)cc1)c1ccc(NCCc2ccc(Cl)cc2)c([N+](=O)[O-])c1 (centres undefined)	0.0	/	2	-7	3.8	8	/	2
Cc1ccccc1NC(=O)COC(=O)c1cc(S(=O)(=O)N2CCOCC2)ccc1C	-0.1	-8	4	1	-0.6	8	-10	0
O=C(Nc1ccccc1Cc1ccccc1)c1ccccc1NS(=O)(=O)c1ccc(Cl)s1	0.1	/	-23	/	/	1	/	4
CCCC#Cc1ccc([C@H]2[C@@H](CO)N(C(C)=O)[C@@H]2CNC(=O)C2CCCC2)cc1	0.4	-5	-24	/	0.8	/	-26	/
O=C(COC(=O)c1cccc(S(=O)(=O)N2CCCC2)c1)Nc1ccc(Cl)cc1	-0.1	11	-7	-5	3.2	-10	-3	/
O=C(Nc1cccc(F)c1)N1CCCCN2[C@H](CO)[C@H](c3ccc(-c4ccncc4)cc3)[C@@H]2C1	0.0	-4	-24	/	-2.6	5	-37	-16
CCc1ccc(N(CC(=O)NCc2cccnc2)S(=O)(=O)c2ccccc2)cc1	0.3	1	-6	0	0.7	4	-6	/
O=C1C(C=NCc2ccccn2)=C(O)c2ccccc21	/	8	25	73*	-0.5	3	-5	66*
CC1(C(=O)NC2CCCC2)CCC(=O)N1CCOc1ccccc1 (centres undefined)	-0.1	3	10	1	2.4	4	-4	/
C[C@H](CO)N1C[C@H](C)[C@@H](CN(C)S(=O)(=O)c2cccs2)Oc2ccc(NS(=O)(=O)c3ccccc3)cc2C1=O	-0.1&0.0	-1&-1	4&-11	-3	-2.9&-0.7	0	2&-6	12
O=S(=O)(c1ccccc1)N1CC[C@@H]2[C@H]1c1cc(-c3ccccc3F)ccc1N[C@@H]2CO	0.0	/	-34	1	-2.3	6	/	11

# Continued:
SMILES	XiGFP reactiv	ERAP1 HTS inh	GSIS activator	esBAF inh	F508del corr	RAD54 branch	RAD52 anneal inh	ARNT TACC3 PPI
O=C(CCN1CCCCC1)N[C@@H]1CC[C@@H](CCn2cc(-c3ccccc3)nn2)O[C@H]1CO	-0.3	-1	-3	-4	1.1	-3	15	-15
O=C(NCc1cccnc1)C(=O)NCC1OCCCN1S(=O)(=O)c1cc(F)ccc1F (centres undefined)	0.0	-3	3	11	3.6	-6	-18	/
CCN(CC)CCN(Cc1cc2cc(C)ccc2[nH]c1=O)C(=S)Nc1ccccc1	0.0	-1	17	-3	0.8	3	-9	8
COc1cccc(NC(=O)Nc2ccc3c(c2)C(=O)N(C)[C@@H]2CC[C@@H](CC(=O)O)O[C@H]2CO3)c1	0.0	/	6	-3	1.0	-9	/	-21
Cn1c(COc2ccc(F)cc2)nc2ccccc21	0.0	-1	7	65*	0.0	2	-21	-2
CN(NS(=O)(=O)c1ccc(Cl)cc1)c1cnn(C)c(=O)c1Cl	0.0	2	/	-2	-2.0	-15	-10	0
Nc1nc(Br)c2c(F)cccc2c1-c1ccccc1	/	/	13	-5	/	-1	/	5
O=C1CC(C(=O)N(c2ccccc2)C(C(=O)NC2CCCC2)c2ccncc2)CS1 (centres undefined)	-0.1	-3	10	-8	-3.3	-1	-20	-4
O=C(C[C@H]1CC[C@@H](NC(=O)CN2CCOCC2)[C@H](CO)O1)NCCc1ccncc1	0.0	0	11	0	-1.4	3	3	9
Cc1cccc(S(=O)(=O)N2C[C@@H](O)COC[C@@H]3O[C@@H](CC(=O)Nc4ccccc4)CC[C@H]32)c1	-0.1	1	-6	-2	-1.4	3	3	3
C[C@H](CO)N1C[C@H](C)[C@H](CN(C)S(=O)(=O)c2ccc(F)cc2)Oc2ccc(NC(=O)c3ccncc3)cc2C1=O	0.0	0	6	-1	1.8	2	2	-1
Cc1ccc(Cc2c(C)nc3nc(SCC(=O)NCCCN4CCOCC4)nn3c2C)cc1	/	/	-3	9	-2.5	-11	6	2

# New compounds follow
SMILES	XiGFP reactiv	ERAP1 HTS inh	GSIS activator	esBAF inh	F508del corr	RAD54 branch	RAD52 anneal inh	ARNT TACC3 PPI
O=C1CC(c2ccccc2)CC(O)=C1C=Nc1cccc(Cl)c1 (centres undefined)	0.1	7	-9	/	0.1	/	-12	3
O=[N+]([O-])c1ccc(Sc2ncccn2)c([N+](=O)[O-])c1	0.0	2	/	4	0.4	0	12	6
C/C(=N\NC(=O)c1ccccc1F)c1ccc(C#N)cc1	0.2	2	-7	/	-1.2	/	-7	0
Cn1c(=N)n(CC(=O)c2ccccc2)c2ccccc21	?	-2	0	-59	2.5	2	-15	/
CN(C)C(=O)C[C@@H]1CC[C@H]2[C@@H](COc3ccc(NC(=O)c4ccc(F)cc4)cc3C(=O)N2C)O1	0.2	2	3	0	/	-1	6	5
Cc1nnc(SC(C)C(=O)Nc2nccs2)s1 (centres undefined)	0.0	/	36	-1	-0.9	/	-4	-8
CO[C@H]1CN(C)C(=O)c2ccc(NS(=O)(=O)c3ccccc3)cc2OC[C@H](C)N(C)C[C@@H]1C	0.0	3	3	/	-1.2	/	11	/
O=C(NCC1CC1)[C@@H]1[C@@H](CO)[C@@H]2Cn3c(ccc(C4=CCCC4)c3=O)[C@H]1N2C(=O)C1CC1	0.2	0	1	4	-2.4	-2	-6	7
CCN(CC)S(=O)(=O)c1ccc(N2CCCC2)c(NC(=O)Cc2cc(OC)c(OC)c(OC)c2)c1	0.4	-1	-4	10	-0.4	7	-19	7
Cc1ccc(C)c(NC(=O)COC(=O)Cc2ccsc2)c1	0.2	-6	18	/	-4.3	/	-11	-17
COC(=O)c1cn(CC(C)n2c(=O)c3ccccc3n2Cc2cc(C(C)C)no2)nn1 (centres undefined)	-0.1	0	9	/	-1.8	/	-7	/
CCOC(=O)N/N=C(\C)c1ccc(Oc2ncccn2)cc1	-0.1	1	-2	2	-2.2	-5	-1	-2

# Sorted by length of the SMILES (falling): some entries from above.
SMILES	XiGFP reactiv	ERAP1 HTS inh	GSIS activator	esBAF inh	F508del corr	RAD54 branch	RAD52 anneal inh	ARNT TACC3 PPI
CCN(CC)S(=O)(=O)c1ccc(N2CCCC2)c(NC(=O)Cc2cc(OC)c(OC)c(OC)c2)c1	0.4	-1	-4	10	-0.4	7	-19	7
O=[N+]([O-])c1ccc(Sc2ncccn2)c([N+](=O)[O-])c1	0.0	2	/	4	0.4	0	12	6
Cc1ccc(C)c(NC(=O)COC(=O)Cc2ccsc2)c1	0.2	-6	18	/	-4.3	/	-11	-17

# Additional entries:
# Every second line gives: XiGFP reactiv	ERAP1 HTS inh	GSIS activator	esBAF inh	F508del corr	RAD54 branch	RAD52 anneal inh	ARNT TACC3 PPI
CCOC(=O)C(C(=O)OCC)N(C#N)c1nc(C)cc(C)n1
  /	/	10	3	/	3	/	0
COc1cccc(NC(=O)CN(C)C(=O)c2cc(CN3C(=O)c4ccccc4C3=O)ccc2OC)c1
  0.1	1	-1	5	-0.8	3	1	/
O=C1CC(N2CCN(c3ccc(F)cc3)CC2)C(=O)N1c1ccc2c(c1)OCO2 (centres undefined)
  0.0	-1	-10	-7	2.4	/	-25	4
CCOc1ccc(/C=N/Nc2nncc(-c3ccccc3)n2)cc1OC
  -0.1	0	-1	4	-0.2	6	-6	3
C[C@@H]1CN([C@H](C)CO)C(=O)c2cc(C#CC(C)(C)O)cnc2O[C@H]1CN(C)C(=O)C1CCC1
  -1.1	1	5	1	1.0	0	-5	-1
Cn1cnnc1SCC(=O)NCCc1ccc(Cl)cc1Cl
  -0.8	8	-1	/	2.0	/	-15	-3
COc1ccc(-c2ccccc2[C@@H]2[C@@H](CO)N(C(=O)NC3CCCC3)[C@H]2C#N)cc1
  0.0	-4	-22	/	0.7	/	3	/
Nc1n[nH]c(-c2ccccc2)c1-c1ccccc1
  /	1	-2	2	-1.4	4	-12	0
CC(NC(=O)CSCc1ccc(Br)cc1)c1ccccc1 (centres undefined)
  0.3	1	-10	-2	-2.2	0	-13	-3
CCO[C@H]1OC(C(=O)NC2CC2)=C[C@@H](C2CC2)[C@@H]1CCCO
  0.0	-3	-1	1	-0.2	-1	-8	2
COCC(=O)N1CC[C@@H]2[C@@H](CO)N(C)c3ccc(-c4ccccc4)cc3[C@@H]21
  0.1	5	6	-13	-4.1	-5	-1	8
CCOC(=O)c1cn(-c2c(C)n(C)n(-c3ccccc3)c2=O)c2c(F)c(F)c(F)cc2c1=O
  0.4	-3	-4	/	0.3	0	-18	/
COc1ccc(NCc2ccsc2)cc1
  0.0	2	8	30	-4.4	1	-10	-21
C=CCn1c(SCC(=O)NCCCC(=O)OCC)nc2scc(-c3ccco3)c2c1=O
  0.0	-1	-9	/	1.6	/	-24	-5
CCNC(=O)C1(C)CCCN(Cc2ccc3ccccc3c2Br)C1 (centres undefined)
  0.0	-4	/	3	0.8	-2	-20	/

# More structures
# Every second line gives: XiGFP reactiv	ERAP1 HTS inh	GSIS activator	esBAF inh	F508del corr	RAD54 branch	RAD52 anneal inh	ARNT TACC3 PPI
CO[C@H]1CN(C)C(=O)c2cc(NC(=O)c3ccc(-c4ccccc4)cc3)ccc2OC[C@@H](C)NC[C@H]1C
  0.1	-3	11	4	-3.7	5	38	12
C[C@@H]1CCCCO[C@@H](CN(C)Cc2ccc(Cl)c(Cl)c2)[C@@H](C)CN([C@H](C)CO)C(=O)c2cc(NS(=O)(=O)c3cn(C)cn3)ccc2O1
  -0.1	-2	-12	-1	-1.6	-1	-5	-8
C[C@H](CO)N1C[C@H](C)[C@H](CN(C)C(=O)Nc2ccc3c(c2)OCO3)Oc2ccc(NS(=O)(=O)c3cccs3)cc2CC1=O
  0.0	4	6	6	0.7	-2	-17	0
CS(=O)(=O)N(CC(=O)Nc1ccc(S(=O)(=O)N2CCCC2)cc1)c1cccc(F)c1
  0.4	-1	-14	5	0.5	3	-14	10
O=C(Nc1cccc(-c2cccc(F)c2)c1)C1CCN(C2CCC2)CC1
  0.0	1	-4	-4	0.1	2	11	-5
CC(NS(=O)(=O)c1ccc(Cl)cc1)C(c1cccs1)N1CCN(C)CC1 (centres undefined)
  /	/	12	-2	/	0	/	-3
